Screening results: PubChem, several laboratories
KLK7 zymogen act: proKLK7 zymogen activators, primary screen, biochemical, fluorescence intensity | 370,000 compounds, 0.9% hits | purified proKLK7, EDANS-DABCYL substrate fluorescence; 100% is mature enzyme control, 0% vehicle | AID 652039, 2013 | Kallikrein-7 (Homo sapiens), P49862 | activation, % at 7 µM;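 active means activation above the mean of all tested compounds plus 3 SD, computed per campaign excluding outliers beyond control limits, cut at about 13% in these data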
Target sequence (P49862 whole entry, looked up): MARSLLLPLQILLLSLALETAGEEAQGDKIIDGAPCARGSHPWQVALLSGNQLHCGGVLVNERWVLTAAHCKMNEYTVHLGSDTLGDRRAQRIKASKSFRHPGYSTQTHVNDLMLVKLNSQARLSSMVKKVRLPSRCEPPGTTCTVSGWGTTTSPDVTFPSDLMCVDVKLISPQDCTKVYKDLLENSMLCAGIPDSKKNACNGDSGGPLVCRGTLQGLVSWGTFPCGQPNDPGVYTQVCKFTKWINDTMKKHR
ASAP1 inh: inhibitors of human ASAP1 ArfGAP activity, primary screen, biochemical, fluorescence polarization. ASAP1-stimulated ARF1 GTP hydrolysis, GDP FP detection. inhibition, % at 16.5 µM. Arf-GAP with SH3 domain, ANK repeat and PH domain-containing protein 1 (Homo sapiens), …. 360,000 compounds, 0.19% hits. AID 624377, 2012; in the data active means inhibition above about 25%;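 further: 0% = vehicle with enzyme and substrate and 100% = no enzyme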
ARFGAP1 inhibitor: inhibitors of rat ARFGAP1 GAP activity, primary screen, biochemical, fluorescence polarization, GDP tracer; ADP-ribosylation factor GTPase-activating protein 1 (Rattus norvegicus), Q62848; Arfgap1-stimulated ARF1 GTP hydrolysis, GDP FP detection; inhibition, % at 16.5 µM; 360,000 compounds, 0.26% hits; AID 651572, 2012;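 active means inhibition above a per-plate limit, mean inhibition of low control wells plus 3 SD, cut at about 25% in these data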;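 further: 0% = DMSO wells with enzyme and 100% = wells lacking Arfgap1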
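System: truncated rat Arfgap1 GAP domain / Medium: HEPES-based buffer, pH 7.5 / Also added: N-terminally truncated human ARF1-GTP substrate / Incubation: enzyme reaction 120 min at 25 °C after 20 min preincubation / Measured by: FP of antibody-bound GDP Alexa 633 tracer, ex 620/em 688 nm / Replicates: singlicate, each compound tested once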
PLCg1 inh: PLC-gamma1 enzyme inhibitors, primary screen, biochemical, fluorescence, purified enzyme | fluorogenic substrate | inhibition, % at 12.2 µM | 370,000 compounds, 0.84% hits | AID 720700, 2013; in the data active means inhibition above about 9.5%
PLCb3 inh: human PLC-beta3 inhibitors, primary screen, biochemical, fluorescence | Purified PLC-beta3, fluorogenic substrate | inhibition, % at 12.2 µM | 370,000 compounds, 0.18% hits | AID 720704, 2013; in the data active means inhibition above about 11%;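 further: 0% = median of compound wells on plate and 100% = full blocker control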
UHRF1 binding: UHRF1 methylated DNA binding inhibitors, primary screen, counter-screen for MBD2 inhibitor project, biochemical, TR-FRET, human UHRF1, single concentration | E3 ubiquitin-protein ligase UHRF1 (Homo sapiens), Q96T88 | UHRF1 binding to methylated oligo | inhibition, % at 4.4 µM | 370,000 compounds, 0.75% hits | AID 687016, 2013; in the data active means inhibition above about 21%;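 further: UHRF1 SRA domain binding a hemimethylated CpG hairpin DNA probe; 0% = median of test compound wells and 100% = reference inhibitor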
Target sequence (Q96T88 whole entry, looked up, the tested form may be a part): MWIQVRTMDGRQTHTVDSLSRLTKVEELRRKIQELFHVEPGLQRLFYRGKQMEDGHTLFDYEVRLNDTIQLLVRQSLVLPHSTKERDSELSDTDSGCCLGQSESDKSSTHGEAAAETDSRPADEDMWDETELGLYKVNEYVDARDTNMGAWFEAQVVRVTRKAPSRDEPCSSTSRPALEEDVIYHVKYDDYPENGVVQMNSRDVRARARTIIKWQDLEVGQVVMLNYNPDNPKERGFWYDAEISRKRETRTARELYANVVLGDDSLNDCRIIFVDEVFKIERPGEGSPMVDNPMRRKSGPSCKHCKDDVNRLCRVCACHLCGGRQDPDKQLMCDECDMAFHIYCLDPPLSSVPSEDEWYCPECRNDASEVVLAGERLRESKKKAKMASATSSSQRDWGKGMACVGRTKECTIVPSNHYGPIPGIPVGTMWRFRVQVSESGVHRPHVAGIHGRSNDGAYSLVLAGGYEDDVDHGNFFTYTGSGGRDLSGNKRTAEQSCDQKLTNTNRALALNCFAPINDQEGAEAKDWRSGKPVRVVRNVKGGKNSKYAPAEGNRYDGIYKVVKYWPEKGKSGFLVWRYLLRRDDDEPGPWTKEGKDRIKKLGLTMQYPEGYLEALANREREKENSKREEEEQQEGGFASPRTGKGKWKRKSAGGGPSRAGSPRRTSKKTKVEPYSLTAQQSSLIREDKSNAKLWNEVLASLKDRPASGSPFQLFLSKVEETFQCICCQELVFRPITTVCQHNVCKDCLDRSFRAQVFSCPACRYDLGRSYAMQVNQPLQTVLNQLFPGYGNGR
sPLA2-III inh: human group III sPLA2 inhibitors, primary screen, biochemical, QFRET, BODIPY PC-A2 liposome substrate; Group 3 secretory phospholipase A2 (Homo sapiens), Q9NZ20; QFRET BODIPY PC-A2 liposome hydrolysis, fluorescence; inhibition, % at 12.2 µM; 370,000 compounds, 0.56% hits; AID 743126, 2013;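 active means inhibition above mean plus 3 SD of compounds lying within the high and low control bounds, cut at about 19% in these data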;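 further: 0% = median of test compound wells and 100% = no enzyme DMSO wells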
DDE Tn6 FP inh: inhibitors of Tn6 peptide binding to fibrin DD(E), primary screen, biochemical, fluorescence polarization, human fibrin, Tn6 probe; 370,000 compounds, 0.21% hits; AID 720509, 2013; inhibition, % at 8.3 µM; Fibrin DD(E) TRITC-Tn6 fluorescence polarization displacement; Fibrinogen beta chain (Homo sapiens), P02675;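 active means inhibition above a per-campaign cutoff: mean of compounds within control limits plus 3 SD, cut at about 15% in these data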;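 further: 0% = median of all compound wells on the plate and 100% = blocking peptide control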
DDE Tn7 FP inh: inhibitors of Tn7 peptide binding to fibrin DD(E), primary screen, biochemical, fluorescence polarization, human fibrin, Tn7 probe. FP displacement of FITC-Tn7 peptide from fibrin DD(E); 0% = median of compound wells per plate. AID 720508, 2013. Fibrinogen beta chain (Homo sapiens), P02675. inhibition, % at 8.3 µM. 370,000 compounds, 0.13% hits;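 active means inhibition above the mean of compounds falling within the control limits plus 3 SD of them, cut at about 14% in these data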;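 further: 0% = plate median of compound wells and 100% = 10 µM Aha-Tn7 peptide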
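Assay system: human fibrin DD(E). Input: DD(E) 2 µM final. Medium: Tris buffer with calcium and detergent, pH 7.8. Compound dosing: single point at 8.3 µM. Timing: 10 min plus 3 h, room temperature. Technique: fluorescence polarization of the labelled Tn7 tracer. Read-out: percent inhibition. Replicates: singlicate testing.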
Rev-erbA mod: modulators of Rev-erb alpha DNA binding, primary screen, biochemical, FITC-DNA, fluorescence polarization, uHTS | AID 1259318, 2017 | Nuclear receptor subfamily 1 group D member 1 (Homo sapiens), P20393 | activity, % at 10 µM | Rev-erbα–FITC-DNA binding, 90 min | 370,000 compounds, 0.79% hits;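 active means activity above about 14%, limit read from the data; passing the limit was not always enough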;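 further: 0% = DMSO wells with 35 nM protein and 100% = DMSO wells with 750 nM protein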
Numbers without * were called inactive.

SMILES	KLK7 zymogen act	ASAP1 inh	ARFGAP1 inhibitor	PLCg1 inh	PLCb3 inh	UHRF1 binding	sPLA2-III inh	DDE Tn6 FP inh	DDE Tn7 FP inh	Rev-erbA mod
O=C(NCCCN1CCc2ccccc2C1)C1CCN(S(=O)(=O)N2CCCC2)CC1	0.2	11.5	9.4	-20.3	-15.5	0.1	-3.4	-3.6	-4.2	4.5
CCc1ccc(N2C(=O)CN(Cc3ccccc3)C2=S)cc1	-0.7	-0.3	0.3	-0.3	0.1	3.2	-152.7	6.2	-2.4	-1.2
COc1ccc(OC)c(S(=O)(=O)Oc2ccc(N)c3ccccc23)c1	-0.4	-1.3	-1.4	-2.3	-16.9	-4.5	-11.7	-1.9	-1.5	-3.4
Fc1ccccc1Cn1cc(C(=S)N2CCOCC2)c2ccccc21	0.2	2.6	-0.8	2.1	-3.3	0.0	10.3	-0.4	4.1	9.5
Cc1ccc(S(=O)(=O)NC(CC(=O)O)c2cccs2)cc1 (stereo not drawn)	0.6	5.9	3.8	2.5	-3.2	-1.3	0.6	-2.9	-2.6	-1.5
O=C(CN1C(=O)C(=O)c2ccccc21)NC1CCCCC1	0.3	1.3	1.7	1.5	2.2	-7.0	2.2	-5.2	2.7	-2.2
CS(=O)(=O)Nc1ccc2c(c1)[C@H]1C[C@H](CC(=O)NCc3cccc(F)c3)O[C@@H](CO)[C@H]1O2	-0.5	-2.5	-0.8	-4.8	-2.6	13.5	2.8	1.9	-2.7	-2.0
CCOC(=O)CC1C(=O)NCCN1C(=O)c1sc2ccccc2c1Cl (stereo not drawn)	0.4	-10.4	-0.5	0.8	-1.0	-3.0	1.6	-0.2	4.6	5.6
Cc1ccc(N2C(=O)c3ccccc3C2C(=O)c2ccc(O)cc2O)cc1 (stereo not drawn)	0.7	-26.5	-8.4	-11.2	-18.2	13.4	-25.0	-0.6	8.6	-5.8
Cc1cc(SCc2ccc(Cl)cc2Cl)nc(=O)[nH]1	0.3	6.2	-1.2	-1.8	-10.3	-1.2	-12.2	2.3	-3.5	-5.9
CCCN1C2CCCC1CC(NC(=S)Nc1ccc(OC)cc1)C2 (stereo not drawn)	0.0	-10.3	10.2	0.1	0.5	18.6	5.1	3.5	3.9	9.4
Cc1ncc([N+](=O)[O-])n1S(=O)(=O)c1cc(Br)ccc1Br	-0.5	22.6	0.3	2.1	-8.2	3.0	15.6	-7.1	5.6	4.5
COc1ccc([N+](=O)[O-])c2c(=O)ccoc12	-0.1	7.4	-6.2	4.1	4.3	-1.7	-2.1	8.2	0.4	0.5
CCOC(=O)COc1ccc(S(=O)(=O)Nc2cccc(SC)c2)cc1	0.2	12.9	2.8	-2.2	-2.3	-0.2	-23.9	9.1	2.7	0.0
COc1cc(CC(=O)Nc2nc(-c3ccccc3)c(C(C)=O)s2)cc(OC)c1OC	1.1	0.4	-1.2	-0.8	-4.5	0.5	-19.3	-1.8	-8.3	7.0
COc1ccc(-c2cc3n(n2)CCc2nc4ccccc4n2-3)cc1	0.0	-3.5	4.8	-3.7	-0.9	-3.9	-15.1	-15.5	-4.3	-4.9
Cc1cc(=O)c(C(=O)OC(C)C(=O)NC(N)=O)nn1-c1ccc(Cl)cc1 (stereo not drawn)	0.0	13.8	-8.5	6.6	3.1	6.9	-1.2	4.9	-10.5	4.4
CC(C)=CCn1c2ccc(NC(=O)Nc3cccnc3)cc2c(=O)n1C	20.7*	24.8*	7.2	-306.4	-414.7	-5.3	7.0	-6.3	1.7	-2.1
O=C(Nc1ncn[nH]1)c1c(Cl)ccc(Cl)c1Cl	-0.4	7.2	10.5	-5.9	-3.0	-0.5	0.4	1.4	-2.0	-2.7
COc1ccc(/C=C/C(=O)NCc2ccccn2)cc1OC	0.6	2.9	0.7	-12.9	-12.2	-4.8	-2.4	-4.4	-3.9	8.2
CC(=O)c1cccc(NC(=O)CSCc2ccccc2)c1	-0.5	-5.8	6.8	0.7	0.8	1.7	2.5	10.6	-2.2	9.1
CCN(CC)CCNc1ccc2nnc(CCNS(=O)(=O)c3ccc(C)cc3)n2n1	0.4	-2.7	-9.4	0.3	0.7	1.2	7.8	5.8	-3.8	2.6
CCN(Cc1ccncc1)C(=O)c1ccco1	-0.2	-8.5	11.9	-2.8	-7.8	-0.1	-3.8	-6.0	7.3	2.3
Cc1cc(C)nc(N2CCC(CNC(=O)CCc3ccccc3)CC2)n1	-0.6	-0.9	-0.6	-12.4	-13.4	-0.4	-1.3	-7.6	2.2	-1.8
COc1ccccc1/C=N/Nc1cc(C)nc(N2CCOCC2)n1	-0.2	0.1	9.7	0.3	-5.2	0.1	8.2	2.5	2.3	-2.4
Cc1ccc(CN2CC(C(=O)NCCC3=CCCCC3)CC2=O)cc1 (stereo not drawn)	-0.5	-10.3	-0.5	-1.6	-1.5	1.0	-1.6	3.6	-0.1	1.9
COc1ccc(N(CC(=O)N2CCN(c3ccccc3)CC2)S(=O)(=O)c2ccc(C)cc2)cc1	-0.6	6.0	0.8	1.8	-4.1	0.1	4.6	-1.1	0.7	-1.5
NC(=O)C1CCN(C(=O)c2cnn(-c3ccccc3)c2NC(=O)c2ccco2)CC1	0.6	-2.0	-2.8	3.7	-1.6	0.4	5.8	14.8	0.6	-3.8
CCOC(=O)c1sc(N)c(C#N)c1COC(=O)CNC(=O)c1ccccc1	0.0	9.1	-5.2	-4.2	-5.8	-2.6	-1.7	-7.8	-5.5	-5.8
O=C(Nc1ccc2nc(-c3ccc(Br)o3)[nH]c2c1)c1ccco1	-1.1	5.5	1.4	-54.2	-59.0	4.0	8.6	-3.1	3.8	1.6

Three entries from above, ordered by the number in Rev-erbA mod, low to high:
SMILES	KLK7 zymogen act	ASAP1 inh	ARFGAP1 inhibitor	PLCg1 inh	PLCb3 inh	sPLA2-III inh	DDE Tn6 FP inh	DDE Tn7 FP inh	Rev-erbA mod
Cc1cc(C)nc(N2CCC(CNC(=O)CCc3ccccc3)CC2)n1	-0.6	-0.9	-0.6	-12.4	-13.4	-1.3	-7.6	2.2	-1.8
COc1ccc(N(CC(=O)N2CCN(c3ccccc3)CC2)S(=O)(=O)c2ccc(C)cc2)cc1	-0.6	6.0	0.8	1.8	-4.1	4.6	-1.1	0.7	-1.5
O=C(Nc1ccc2nc(-c3ccc(Br)o3)[nH]c2c1)c1ccco1	-1.1	5.5	1.4	-54.2	-59.0	8.6	-3.1	3.8	1.6

(more compounds)
SMILES	KLK7 zymogen act	ASAP1 inh	ARFGAP1 inhibitor	PLCg1 inh	PLCb3 inh	UHRF1 binding	sPLA2-III inh	DDE Tn6 FP inh	DDE Tn7 FP inh	Rev-erbA mod
O=C1CN(C(=O)COC(=O)c2cccc(Br)c2)c2ccccc2N1	-0.1	-11.9	2.2	14.0*	-10.1	1.7	-2.7	5.8	2.1	8.2
COc1ccc(NC(=O)c2cc3ccccc3[nH]2)cc1	2.2	-3.7	5.2	-1.7	-5.1	0.9	1.4	0.3	-0.4	1.6
CCOC(=O)C1CCN(S(=O)(=O)c2c(C(=O)N3CCCCC3)c(C)n(C)c2C)CC1	0.5	3.4	-0.5	3.3	-1.6	4.1	4.1	3.1	-7.3	-2.5
Cc1cccc(N2CCN(c3ccc(NC(=O)/C=C(/C(=O)O)c4ccccc4)cc3)CC2)c1	0.1	-4.2	0.8	-2.8	-1.6	-5.6	-4.7	7.8	1.7	1.1
Cc1[nH]nc(SCC(=O)NC2CCCC2)c1[N+](=O)[O-]	0.3	-0.3	8.9	1.1	-5.9	-0.7	-0.4	-0.1	4.1	-1.1
Cc1ccc(/C=N/N2C(=O)c3ccccc3NC2c2ccc(C)cc2)cc1 (stereo not drawn)	0.4	-3.8	2.3	-81.8	-75.2	-4.3	-3.0	4.6	-3.6	-0.4
O=C1NCCN(CC2CCN(CCc3ccc(Cl)c(Cl)c3)CC2)C1=O	0.4	8.0	-0.7	6.0	-2.6	24.0*	12.6	-1.6	7.6	2.0
O=C(Nc1nonc1NC(=O)c1cccs1)c1cccs1	0.1	13.6	5.0	-2.2	-0.9	1.7	-3.4	0.0	5.6	-2.6
COc1ccc(S(=O)(=O)N(CC(=O)N2CCCCCC2)c2ccccc2OC)cc1	-0.3	-3.0	-1.1	0.6	-8.6	3.2	5.7	-8.0	10.9	0.8
CC1(C)C2CCC1(CS(=O)(=O)NCc1ccc(C(F)(F)F)cc1)C(=O)C2 (stereo not drawn)	0.0	3.7	-12.9	2.7	-2.6	-1.0	-5.6	2.3	1.4	-0.6
CSc1nc(-c2ccccc2)[nH]c(=S)c1C(C)=O	0.1	9.3	9.0	-2.4	-1.3	-5.3	7.3	3.9	0.8	-1.2
CCOc1ccc(NC(=O)CN2C(=O)NC(CCc3ccccc3)C2=O)cc1OCC (stereo not drawn)	-0.4	2.8	-3.0	0.3	-0.7	-1.8	-6.5	-4.5	1.4	-6.1
NC(=S)NC1CCS(=O)(=O)C1 (stereo not drawn)	0.1	0.5	-3.9	-0.9	-2.1	-0.6	0.2	0.7	-1.3	-5.1
CC1CCCCN1S(=O)(=O)c1ccc2c(c1)C(C)(C)C(=O)N2C (stereo not drawn)	1.1	5.2	-1.5	-1.6	-6.0	4.3	4.2	3.7	12.2	0.6
N#Cc1cc(-c2ccc(Cl)cc2)cn(Cc2c(Cl)cccc2Cl)c1=O	-0.6	8.1	5.7	-0.4	-4.9	4.3	12.5	-1.1	-6.0	8.7
COc1ccc(CNC(=O)Nc2ccc3c(c2)N(C)C(=O)CS3)cc1	0.4	5.1	-1.9	1.6	0.7	1.0	-5.1	-4.1	-7.6	-2.2
Cc1cc(C)n(S(=O)(=O)c2cccc([N+](=O)[O-])c2)n1	-0.6	-14.3	-2.8	0.4	-8.5	-0.1	-2.9	2.4	1.7	-7.9
Cc1ccsc1CN1CC(=O)N(c2c(C)cccc2C)C1=S	-0.1	14.1	12.2	0.0	-1.8	-2.1	-82.6	-2.7	0.3	-1.6
COC(=O)c1sccc1NC(=O)CSCCc1ccncc1	0.0	-14.6	10.5	3.5	1.1	-1.8	2.3	-5.4	1.8	2.7
CCc1nc2ccc(C(=O)NCc3ccc(OC)cc3)cn2c1N(CCC(C)C)CCN(C)C	-0.2	1.3	12.5	-6.4	-5.4	-1.6	-6.2	-1.1	-4.5	3.7
